Source: PubChem BioAssay (National Center for Advancing Translational Sciences (NCATS))
RGS4 inhibitor: Inhibitors of Regulator of G Protein Signaling (RGS) 4: qHTS. Regulator of G-protein signaling 4 (Homo sapiens), P49798. AID 504845, 2011. 390,000 compounds, 0.039% hits. Transcreener GDP fluorescence polarization, RGS4-accelerated GTP hydrolysis. Potency, µM (top dose mostly 114 µM), without a hit: at the top dose activity change, negative = inhibition, hits mostly inhibitors; further: on the % scale 0 is the no-effect control and ±100 the full control effect; nearly all actives have a fitted effect of over 75% in size; some results filed as inactive show a strong effect at the top dose
Target sequence (P49798 whole entry, looked up): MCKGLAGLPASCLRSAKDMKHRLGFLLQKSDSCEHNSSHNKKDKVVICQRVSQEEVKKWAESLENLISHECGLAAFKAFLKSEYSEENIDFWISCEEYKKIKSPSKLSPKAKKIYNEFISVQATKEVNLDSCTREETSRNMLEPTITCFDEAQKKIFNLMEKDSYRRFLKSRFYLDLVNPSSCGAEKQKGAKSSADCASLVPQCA
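MLSMR compounds (23 nl, pin-transferred) preincubated 10 min at room temperature with a 500nM (2x) first reagent, then RGS4 at 900nM (2x) plus Transcreener GDP mix added; fluorescence polarization (620/688 nm) read before and after 90 min at 30 °C.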
ALOX12 inh: Primary qHTS assay for inhibitors of human arachidonate 12S-lipoxygenase (ALOX12): Round 2. Polyunsaturated fatty acid lipoxygenase ALOX12 (Homo sapiens), P18054. purified 12hLO, xylenol orange hydroperoxide absorbance. Potency, µM (titrated, usually from 108 µM), without a hit: top-dose activity change, negative = inhibition, actives largely listed as inhibitors. 580,000 compounds, 1.1% hits. AID 1671190, 2021; further: on the % scale 0 is the no-effect control and ±100 the full control effect
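Hydroperoxide product was detected by ferrous iron/xylenol orange as the 573 to 405 nm absorbance ratio. Arachidonic acid at 40 uM (final) was turned over for 30 min at room temperature by 150 nM human 12hLO, pH 7.0 Hepes buffer, after 15 min compound preincubation.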
TrxR1 substrate: qHTS Assay for Substrates of Mammalian Selenoprotein Thioredoxin Reductase 1 (TrxR1): qHTS | Thioredoxin reductase 1, cytoplasmic (Rattus norvegicus), O89049 | purified TrxR1 substrate turnover, NADPH consumption readout | Potency, µM (doses to about 114 µM), inactives show at the highest dose activity change, negative = substrate turnover | 390,000 compounds, 0.01% hits | AID 588456, 2011; further: on the % scale 0 is the no-effect control and ±100 the full control effect; nearly all actives have a fitted effect of over 50% in size
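Rat TrxR1, dispensed at 90 nM, was prereduced with 400 uM NADPH (final) for 5 min at ~22 deg C, then incubated with compound 15 min before 400 uM selenite. A first-read NADPH fluorescence drop versus no-compound background flagged substrates.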
USP1-UAF1 inh: Inhibitors of USP1/UAF1: Primary Screen | Ubiquitin carboxyl-terminal hydrolase 1 (Homo sapiens), O94782 | recombinant USP1/UAF1, Ub-Rhodamine cleavage fluorescence | Potency, µM (doses to about 57.1 µM), without a hit: at the highest dose activity change, negative = inhibition, actives largely listed as inhibitors | 390,000 compounds, 0.23% hits; further: on the % scale 0 is the no-effect control and ±100 the full control effect; nearly all actives have a fitted effect of over 60% in size; inactives centre near -12
Target sequence (O94782 whole entry, looked up): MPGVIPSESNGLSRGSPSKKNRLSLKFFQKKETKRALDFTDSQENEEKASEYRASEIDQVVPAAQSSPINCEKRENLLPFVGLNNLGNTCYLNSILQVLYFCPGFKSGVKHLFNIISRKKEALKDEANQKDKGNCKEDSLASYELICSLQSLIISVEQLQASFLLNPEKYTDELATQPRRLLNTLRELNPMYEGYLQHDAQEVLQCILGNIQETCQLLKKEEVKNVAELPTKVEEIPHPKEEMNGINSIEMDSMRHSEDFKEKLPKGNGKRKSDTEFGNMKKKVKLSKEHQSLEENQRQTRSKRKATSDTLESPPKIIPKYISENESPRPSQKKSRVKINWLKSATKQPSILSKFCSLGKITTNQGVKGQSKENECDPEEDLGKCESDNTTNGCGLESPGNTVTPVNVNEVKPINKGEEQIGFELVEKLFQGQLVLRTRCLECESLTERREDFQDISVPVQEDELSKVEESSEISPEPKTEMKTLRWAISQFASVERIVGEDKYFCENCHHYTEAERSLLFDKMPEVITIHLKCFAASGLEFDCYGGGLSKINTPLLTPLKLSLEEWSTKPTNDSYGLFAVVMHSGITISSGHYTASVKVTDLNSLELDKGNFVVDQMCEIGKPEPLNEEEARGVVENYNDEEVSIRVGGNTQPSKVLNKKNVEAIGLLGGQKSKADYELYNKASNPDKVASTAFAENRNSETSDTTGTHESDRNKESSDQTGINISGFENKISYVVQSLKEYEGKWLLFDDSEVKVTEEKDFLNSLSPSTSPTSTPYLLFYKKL
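1 nM enzyme complex + cpd, 15 min RT; start with Ub-Rho 150nM final; kinetic fluorescence ex 480/em 540, 6 reads q60 s. Buffer 50mM HEPES pH 7.8, 0.5mM EDTA, 0.1 mg/ml BSA, 1mM TCEP, 0.01% Tween-20.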
RXFP1 agonist: qHTS Assay for Agonists of the Relaxin Receptor RXFP1. Relaxin receptor 1 (Homo sapiens), Q9HBX9. HEK293T-RXFP1 cAMP TR-FRET, 30 min; response scale: percent of porcine relaxin response, buffer zero. Potency, µM (series often up to 57.5 µM), inactives show at the top dose activation, actives largely listed as activators. 370,000 compounds, 0.3% hits. AID 2676, 2010; further: on the % scale 0 is the no-effect control and ±100 the full control effect; nearly all actives have a fitted effect of over 60% in size; many of its hits are not listed in these tables
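HEK293 cells stably expressing RXFP1, treated 30 min at 37C with compounds plus PDE4 inhibitor Ro 20174; cAMP measured by HTRF TR-FRET. Normalized to buffer and 29 nM porcine relaxin; EC50 by Hill fit.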
TrxR1 inh: qHTS Assay for Inhibitors of Mammalian Selenoprotein Thioredoxin Reductase 1 (TrxR1): qHTS. recombinant rTrxR1, NADPH fluorescence consumption, selenite substrate. 390,000 compounds, 1% hits. AID 588453, 2011. Potency, µM (series often up to 114 µM), inactives show at the top dose activity change, negative = inhibition, most hits filed as inhibitors; further: on the % scale 0 is the no-effect control and ±100 the full control effect; nearly all actives have a fitted effect of over 65% in size
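Rat TrxR1 (90 nM in the dispensed reagent) was pre-reduced with 400 uM NADPH for 5 min at room temperature, then incubated with compound for 15 min. After 400 uM selenite was added, NADPH fluorescence (Ex 340/Em 450 nm) was followed for 8 min.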
mIDH1 inhibitor: qHTS for Inhibitors of mutant isocitrate dehydrogenase 1 (IDH1): qHTS. IDH1-R132H enzyme, NADPH consumption, diaphorase/resazurin fluorescence. 390,000 compounds, 0.093% hits. Isocitrate dehydrogenase [NADP] cytoplasmic (Homo sapiens), O75874. Potency, µM (titrated, usually from 76.6 µM), without a hit: at the top dose activity change, negative = inhibition, actives largely listed as inhibitors. AID 602179, 2012; further: on the % scale 0 is the no-effect control and ±100 the full control effect; nearly all actives have a fitted effect of over 65% in size
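IDH1-R132H (0.5 ug/mL) preincubated 30 min with compound, then NADPH (0.016 mM) and alpha-KG (2 mM) added; 80 min at RT, pH 7.5. Remaining NADPH coupled via diaphorase/resazurin to fluorescence (540/590 nm); concentration-response curves normalized to no-enzyme control.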
Vif-A3G inh: qHTS for Inhibitors of Vif-A3G Interactions: qHTS. DNA dC->dU-editing enzyme APOBEC-3G (Homo sapiens), Q9HC16. 410,000 compounds, 0.076% hits. Potency, µM (titrated, usually from 46.1 µM), without a hit: top-dose activity, negative = active, usual class: inhibitors. HeLa A3G-eYFP + Vif (tagged APOBEC3G with the HIV-1 protein that degrades it), YFP fluorescence, overnight. AID 602310, 2012;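 further: on the % scale 0 is the no-effect control and ±100 the full control effect; nearly all actives have a fitted effect of over 60% in size; hits raise eYFP signal because A3G escapes Vif-driven loss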
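Read-out is eYFP fluorescence (Ex 488/Em 500-530) from Vif-expressing HeLa A3G-eYFP cells; more signal means A3G escaped Vif-mediated degradation. Cells plated overnight, compound pinned in, incubated overnight at 37 deg C.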
Vif-APOBEC3F blk: qHTS for Inhibitors of Vif-A3F Interactions: qHTS; AID 602313, 2012; Potency, µM (series often up to 46.1 µM), inactives show top-dose activity, negative = active; 390,000 compounds, 0.2% hits; HeLa A3F-eYFP + Vif (tagged APOBEC3F with the HIV-1 protein that degrades it), YFP fluorescence increase; further: % of control where 0% means no effect; nearly all actives have a fitted effect of over 65% in size
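Fluorescence increase (Ex 488/Em 500-530) after overnight compound treatment at 37 deg C flags inhibition of Vif-driven A3F-eYFP loss in stable HeLa A3F-eYFP/Vif cells seeded overnight beforehand.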
* hit, by the source's call; ? = inconclusive; . = no result given; [ ] = another dose, or the depositor's remark. The call rests on the fitted dose curve; in most records, active means well fitted curve in the direction sought with a large enough effect; inconclusive means small, poorly fitted or top-dose-only effect, or another doubt; inactive means no such curve, though single readings can be large; an effect the other way counts as inactive or inconclusive. Potency means the concentration at half of the fitted maximal effect. A portion of the library (hit frequency here may not be typical).

structure	RGS4 inhibitor	ALOX12 inh	TrxR1 substrate	USP1-UAF1 inh	RXFP1 agonist	TrxR1 inh	mIDH1 inhibitor	Vif-A3G inh	Vif-APOBEC3F blk
COC(=O)C1=CN(C2CCCCC2)C=C(C(=O)OC)C1c1ccc2c(c1)OCO2	16%	?	101%[activator]	-15%	4.2%	64%[activator]	1%	2%	1%
O=C1CSC(=S)N1N=Cc1c(F)cccc1Cl	.	?	.	?	.	.	-13%	-4%	-5%
CCOC(=O)c1c(NC(=O)c2nc(SCC)ncc2Cl)sc2c1CCCC2	4%	-19%	-5%	-15%	2.0%	10%	-19%	1%	-4%
O=C(CN1CCc2ccccc2C1)Nc1ccc(F)cc1	-6%	11%	3%	-19%	0.0%	15%	2%	2%	0%
c1cncc(-c2ccc3ncnc(NCc4cccs4)c3c2)c1	?	-7%	9%	.	2.0%	36%	.	-23%	-2%
Cc1cc(C)c2c(c1)OC(=O)CC2c1ccccc1C (stereo not drawn)	?	-70%	3%	-8%	.	12%	1%	-5%	-7%
Cc1ccc(NC(=S)NCCc2ccccc2)nc1	-23%	?	-7%	-20%	0.8%	?	-7%	1%	?
CCCCc1ccc(NC(=O)C2CCN(S(C)(=O)=O)CC2)cc1	-7%	-13%	2%[57.1 µM]	-2%	2.1%	11%	5%	1%	-2%
Cc1ccc(S(=O)(=O)Nc2cccc(-c3ccc(N4CCCC4)nn3)c2)c(C)c1	-2%	-7%	-6%[57.1 µM]	-19%	0.1%	-3%[57.1 µM]	10%	-2%	3%
COc1cc2c(cc1NC(=O)CSCC(=O)O)oc1ccccc12	-49%	12%	-16%	-18%	-1.8%	-22%	3%	-3%	-4%
Cc1cccc(-c2cc3nc4c(c(N5CCCC(O)C5)n3n2)CCC4)c1 (stereo not drawn)	10%	-6%	26%	-28%	2.8%	84%[activator]	2%	0%	3%
CC1C2CC(C(S(=O)(=O)N3CCOCC3)C2=O)C1(C)C (stereo not drawn)	-18%	-11%	23%[57.1 µM]	-3%	-1.5%	3%[57.1 µM]	10%	0%	5%
CCOc1ccc(NC(=O)NC(=O)N(C(C)C)S(C)(=O)=O)cc1	6%	2%	5%	-11%	2.2%	11%	12%	0%	-13%
CCN(CC)C1=CC(=O)OC12CCCCC2	?	0%	-3%	-16%	-0.3%	?	7%	2%	3%
CC(C)(C)c1cc(/C=C(\C#N)C(N)=S)cc(C(C)(C)C)c1O	11µM*	?	?	.	.	?	.	.	.
CC(=O)c1sc2c(c1OC(=O)c1ccc(Cl)cc1)c(=O)n(-c1ccccc1)c(=S)n2-c1ccccc1	-18%	-18%	4%[11.4 µM]	-15%	.	11%[11.4 µM]	2%	2%	12%
Cc1ccccc1OCC(=O)NC(=S)Nc1ccc(N2CCCC2)cc1	-6%	?	-5%[57.1 µM]	-17%	-0.5%	4%[57.1 µM]	-4%	0%	1%
CC(=O)N1c2ccc(S(=O)(=O)N(C)CC(=O)NC(C)c3ccccc3)cc2CC1C (stereo not drawn)	6%	8%	-2%	-20%	1.1%	7%	-12%	1%	-5%
Cc1ccc(-c2ccc(/C=C3\C(=O)ON=C3c3ccccc3)o2)c([N+](=O)[O-])c1	?	4.5µM*	-8%[57.1 µM]	?	-1.6%	11µM*	52µM*	-12%	-9%
CC(C)(C)c1nc(SCC(=O)Nc2ccc(N3CCOCC3)cc2)c2ccccc2n1	16%	?	6%[57.1 µM]	-15%	0.1%	13%[57.1 µM]	-4%	-6%	-12%
CN(C)CC1CCC/C(=C\c2ccc(OC(=O)c3ccc(Cl)cc3)cc2)C1=O (stereo not drawn)	?	25µM*	9%[11.4 µM]	-14%	.	-12%[11.4 µM]	3%	-11%	-5%
O=C(CN1C(=O)NC2(CCCCCCC2)C1=O)Nc1cccc(Br)c1	16%	0%	-15%	-6%	.	-8%	-4%	2%	4%
Cc1cccc(OC(C)C(=O)Nc2ccccc2C(=O)N2CCCCC2)c1 (stereo not drawn)	3%	-10%	-1%	-5%	0.0%	-1%	-1%	-2%	-5%
CN1CCc2nc(SCCOc3ccccc3)c(C#N)cc2C1	-20%	-18%	10%	-4%	9.3%	-7%	3%	-4%	-5%
O=C(Cn1cnc2c(OCc3ccccc3)ncnc21)NCCCN1CCCC1=O	10%	-1%	2%	-14%	.	22%	-1%	1%	6%
COc1ccc(C(=O)C2CCCN(C(=O)COc3ccc(C(C)=O)cc3)C2)cc1F (stereo not drawn)	8%	0%	3%[57.1 µM]	-13%	-0.9%	14%[57.1 µM]	8%	-4%	0%
COc1cc(/C=C(\C#N)C(=O)c2c[nH]c3ccccc23)cc(OC)c1O	-28%	-28%	-11%[57.1 µM]	28µM*	1.5%	20%[57.1 µM]	19%	-19%	?
O=C(CNC(=S)N(Cc1ccccc1)Cc1cccnc1)N1CCOCC1	16%	1%	-10%	-26%	3.1%	13%[57.1 µM]	2%	0%	0%
CCOC(=O)N1CCN(CCC(=O)Nc2cc(OC)cc(OC)c2)CC1	15%	6%	-2%	-2%	-0.1%	6%	5%	2%	-17%
O=S1(=O)C=CC(c2ccccc2)C1 (stereo not drawn)	-2%	0%	2%[57.1 µM]	-16%	-2.2%	14%[57.1 µM]	4%	-1%	-15%

The list continues.
structure	RGS4 inhibitor	ALOX12 inh	TrxR1 substrate	USP1-UAF1 inh	RXFP1 agonist	TrxR1 inh	mIDH1 inhibitor	Vif-A3G inh	Vif-APOBEC3F blk
Cc1ccc(OCCCC(=O)NC2CCCCC2)cc1	-21%	0%	-6%[57.1 µM]	-22%	0.9%	-3%[57.1 µM]	4%	2%	9%
S=c1[nH]cc(-c2ccccc2)n1-c1ccccc1Cl	?	?	5%	-18%	4.7%	-6%	6%	0%	-4%
CC1CCCN(C2(O)C(=O)Nc3ccc(Cl)cc32)C1 (stereo not drawn)	-11%	0%	1%	-20%	-1.6%	11%	-1%	2%	-2%
Cc1ccccc1OCc1nc(-c2ccccc2)no1	6%	0%	-3%	-1%	-0.6%	-8%	6%	-4%	6%
COc1ccc(/C=C(/C(=O)Nc2ccccc2C(=O)NC(C)C)c2ccccc2)cc1	51%	?	-10%	-24%	-0.2%	-7%	-3%	1%	-5%
O=C(Nc1ccccc1N1CCOCC1)C1=NN(c2ccccc2)C(=O)CC1	-10%	-9%	0%	-21%	2.9%	17%	9%	-25%	-7%
COc1ccc(CC(=O)Nc2ccc(/C(C)=N/NC(=O)c3cccc([N+](=O)[O-])c3)cc2)cc1	3%	0%	-1%	-4%	0.5%	12%	2%	1%	6%
CNc1nc(N)c([N+](=O)[O-])c(NCC2CCCO2)n1 (stereo not drawn)	-4%	260%[activator]	-10%	-14%	1.1%	-10%	5%	0%	-1%
Cc1cc(CNC(=O)COc2cc(F)ccc2[N+](=O)[O-])c2ccccc2n1	24%	-2%	-3%	-6%	9.6%	0%	-5%	-6%	8%
COc1ccc(C2=NOC(Cn3c(Cc4ccc(Cl)cc4)nc4c3c(=O)n(C)c(=O)n4C)C2)cc1 (stereo not drawn)	-3%	6%	16%[57.1 µM]	-10%	6.5%	22%[57.1 µM]	4%	4%	0%
CC(=O)NCCNc1nc2c(-c3cccc(C)c3)nnn2c2ccccc12	-11%	4%	16%	-11%	3.4%	7%	10%	3%	6%
Cc1ccc(C)c(CNC(=O)c2ccc3c(c2)nc2n3CCOC2)c1	-14%	0%	-3%[57.1 µM]	-5%	6.8%	0%[57.1 µM]	0%	2%	4%
FC(F)C(F)(F)Oc1cccc(-c2n[nH]c(=S)n2Cc2ccccc2)c1	-2%	?	-6%[57.1 µM]	-11%	1.8%	-17%[57.1 µM]	-4%	2%	1%
O=C(Nc1ccccn1)c1ccc2c(c1)OCO2	-13%	-18%	2%	-17%	2.6%	6%	4%	-1%	-2%
Cc1cc(/C=C(\C#N)C(=O)O)c(C)n1-c1ccc(Br)cc1	-10%[11.4 µM]	-26%	-9%	-15%	6.0%	-12%	-1%	2%	?
COc1nc(Nc2ccc(C(C)=O)cc2)nc(OC)n1	-3%	7%	4%	-3%	2.9%	3%	1%	0%	0%
